From PubChem
TAG inh: inhibitors of triacylglycerol accumulation; 230,000 compounds, 0.66% hits; inhibition, % at 12.5 µM; AID 651582; H9c2 cells, Nile Red lipid (TAG) fluorescence; cells loaded with 200 µM oleic acid;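 active means pattern-corrected inhibition of lipid staining of at least 50% with the nuclear-stain viability signal not falling by more than 50%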;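 further: 0% = DMSO wells and 100% = triacsin C control wells; some results filed as inactive read as strong as hits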
TAG inh DAPI viability: recorded beside TAG inh, whose call it bears; DAPI nuclei signal change (viability), lower = more cytotoxic, %;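 whole-well DAPI fluorescence read on a plate reader as a viability signal; minus 50 percent equals half of cells still viable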
An asterisk follows results filed as active. A portion of the library; rates above refer to the full screens.

1	Cc1ccc(C(C)C)c(OCC(=O)N/N=C/C2CCCCC2)c1
2	CC[C@@]1(C(=O)OC)N[C@H](CN(C)C(=O)c2ccc(C)cc2)[C@@H]2C(=O)N(Cc3ccccc3)C(=O)[C@@H]21
3	CS(=O)(=O)c1ccc(Cl)c(NC(=O)COC(=O)COc2ccc3c(c2)CCC3)c1
4	OCCNc1nc(OCC(F)(F)F)nc(N2CCN(C34CC5CC(CC(C5)C3)C4)CC2)n1
5	O=C(Nc1ccc2c(c1)C(=O)NC2=O)c1cccc(C(F)(F)F)c1
6	COc1ccc(C(=O)Nc2c(N)nc(SCC(=O)N3CCC(C)CC3)[nH]c2=O)cc1OC
7	CCN(CC)c1cc(C)c2cc(NC(=O)c3ccccc3OC)ccc2n1
8	CS/C(N)=N/N=C/c1ccc([N+](=O)[O-])cc1
assay / entry	1	2	3	4	5	6	7	8
TAG inh	2	-11	-6	22	-11	-6	12	6
TAG inh DAPI viability	-5	24	21	5	-3	-7	9	2

9	CC12CCC(C(=O)Nc3ccc(Br)cn3)(OC1=O)C2(C)C (stereo not given)
10	CC(C)C(=O)NC(c1cccc([N+](=O)[O-])c1)c1ccc2cccnc2c1O (stereo not given)
11	CCOc1ccc(NC(=O)CC2C(=O)Nc3ccccc3N2C(=O)c2ccccc2)cc1 (stereo not given)
12	N#Cc1ccc(S(=O)(=O)N2CCC(C(=O)N3CCN(Cc4ccc5c(c4)OCO5)CC3)CC2)cc1
13	O=C(Nc1ccccc1)C1CCCN1C(=O)Nc1ccccc1[N+](=O)[O-] (stereo not given)
14	COc1ccc(C(=O)NCc2ccc(C)cc2)cc1S(=O)(=O)N1CCCC1
15	CCN(CC)C(=O)CC(c1cc(OC)c(OC)c(OC)c1)c1c(OC)cc(OC)c2ccc(=O)oc12 (stereo not given)
16	NC(=S)N/N=C/c1ccc(-c2ccc(SC(F)F)cc2)o1
assay / entry	9	10	11	12	13	14	15	16
TAG inh	2	96	-4	-19	0	3	-2	18
TAG inh DAPI viability	-9	-55	3	-1	-4	1	4	-2

17	O=C(c1ccc(S(=O)(=O)Nc2ccccc2)cc1)N1CCOCC1
18	Cc1cc(=O)[nH]c(SCC(=O)Nc2nc3ccccc3s2)n1
19	CCOC(=O)C1(Cc2cccc(Cl)c2)CCCN(C(=O)c2cc(C)n(C)n2)C1 (stereo not given)
20	CCCc1cc(=O)[nH]c(SCC(=O)Nc2sc3c(c2C(N)=O)CCCC3)n1
21	COc1cc(OC)cc(C(=O)N[C@H](C(=O)OCC(=O)Nc2ccc3c(c2)OCO3)C(C)C)c1
22	COc1ccccc1CCC(=O)Nc1nc2ccccc2[nH]1
23	COc1ccc(S(=O)(=O)N2CCCc3ccccc32)cc1OC
24	Cc1ccc2nc(SCC(=O)Nc3ccc4c(c3)OCCO4)[nH]c2c1
assay / entry	17	18	19	20	21	22	23	24
TAG inh	31	-8	-5	5	-12	9	-14	-22
TAG inh DAPI viability	-5	1	-6	10	-9	0	-5	7

25	O=C(Nc1nnc([C@H]2C[C@H](O)[C@@H](CO)O2)s1)NC(c1ccccc1)c1ccccc1
26	Cn1c(COc2ccccc2)nnc1SCCC(=O)Nc1ccccc1
27	CNC(=O)c1ccc(NC(=O)c2cc(S(=O)(=O)N(C)C)ccc2N2CCCC2)cc1
28	Cc1ccc(NC(=S)Nn2cnnc2)c(C)c1
29	Cc1ccc(NS(=O)(=O)c2ccc(/C=C/C(=O)O)cc2)cc1Cl
30	Cc1csc(NC(=O)CCc2nc3ccccc3s2)n1
31	CCOC(=O)C1CCN(Cc2c(C(=O)N3CCOCC3)nc3c(C)cccn23)CC1
32	C[C@@H]1CN([C@@H](C)CO)C(=O)CCCn2nncc2CO[C@H]1CN(C)Cc1ccc(Oc2ccccc2)cc1
assay / entry	25	26	27	28	29	30	31	32
TAG inh	1	-2	15	-6	-2	3	11	-6
TAG inh DAPI viability	5	-9	5	2	6	2	4	2

33	O=C(O)/C=C/C(=O)Nc1ccc(OC(F)(F)F)cc1
34	COc1cccc2cc(-c3nnc(SCC(=O)Nc4cc(C(F)(F)F)ccc4Cl)n3N)oc12
35	CC(/C=C1\SC(=S)N(NS(=O)(=O)c2ccc(C)cc2)C1=O)=C\c1ccccc1
36	CC(=O)N1CCN(C(=O)c2ccc(Cl)c(S(=O)(=O)N3CC(C)OC(C)C3)c2)CC1 (stereo not given)
37	COc1ccc(NC(=O)CN(C)C(=O)/C=C/c2cn(Cc3ccccc3)nc2-c2cccnc2)cc1
38	CCCC(=O)NCCc1ccc(F)cc1
39	CCN(CC)S(=O)(=O)c1ccc(OC)c(NC(=O)c2cc([N+](=O)[O-])ccc2N2CCOCC2)c1
40	COC(=O)c1ccc(/C=C(\C#N)c2ccccn2)cc1
assay / entry	33	34	35	36	37	38	39	40
TAG inh	-6	15	-4	2	6	9	-17	-6
TAG inh DAPI viability	-5	17	-1	-6	-3	1	-3	13

41	CCOc1ccccc1NC(=O)C(C)CC (stereo not given)
42	CCOc1ccc(OCC)c(NC(=O)c2ccc(CNc3c(N4CCOCC4)c(=O)c3=O)cc2)c1
43	CCCNC(=O)c1onc(CSc2ccc(F)cc2)c1C(=O)NC(C)C
44	COc1ccc(/C=N/NC(=O)c2ccc(CN3C(=O)c4cccc5cccc3c45)cc2)cc1O
45	COc1ccc(C2C(C(=O)N3CCN(C)CC3)c3cc(OC)c(OC)cc3C(=O)N2C)cc1 (stereo not given)
46	COc1ccccc1OCCOc1ccc(/C=C2/C(=N)N3OC(C)=CC3=NC2=O)cc1OC
47	Clc1ccc(OCc2nnc(SCCN3CCCCC3)n2Cc2ccco2)cc1
48	Cc1c(NS(=O)(=O)c2cccc(C(=O)NCc3ccco3)c2)c(=O)n(-c2ccccc2)n1C
assay / entry	41	42	43	44	45	46	47	48
TAG inh	6	6	5	-4	1	27	31	7
TAG inh DAPI viability	3	-2	-5	3	7	-16	-5	2

49	COc1cccc(OC)c1C(=O)Nc1nc(-c2ccccc2)cs1
50	Cc1cccc(NC(=O)CSCC(=O)NCc2ccco2)c1
51	Cc1nn(CC2CC2)c(=O)n1-c1ccc(Oc2ccccc2)cc1
52	CC1=C/C(=N\NC(=O)c2cccs2)CC(C)(C)C1
53	CCn1c(CNC(=O)c2ccc(OC)cc2)nnc1SCC(=O)c1ccccc1
54	CCN(CC)c1ccc(S(=O)(=O)N2CCOCC2)cc1NC(=O)CN1C(=O)NC2(CCC(C)CC2)C1=O (stereo not given)
55	O=S(=O)(Nc1ccc2c(c1)OCO2)c1ccc(F)c(F)c1
56	CCN1CCN(CCC(=O)Nc2ccccc2C)CC1
assay / entry	49	50	51	52	53	54	55	56
TAG inh	-14	12	3	4	6	-22	-20	-2
TAG inh DAPI viability	6	-19	-5	0	6	1	1	-9

57	O=C(CN1CCCC1)Nc1sc2c(c1C(=O)Nc1ccccc1)CCCC2
58	O=C(Nc1cccc(Cl)c1Cl)c1ccc(-c2ccccc2)cc1
59	C(=N\Nc1nncc2ccccc12)/c1ccccc1
60	O=C(NCCN1CCCC1)C1COc2ccccc2O1 (stereo not given)
61	O=C(COC(=O)CCCN1C(=O)c2cccc3cccc(c23)C1=O)Nc1ccc(Cl)cc1
62	COc1ccccc1-c1cn(S(=O)(=O)c2ccc(F)cc2)nc1N
63	COc1cccc(C(=O)Nc2ccc(NC(=O)C3CCCCC3C(=O)O)cc2)c1 (stereo not given)
64	COc1ccc(C2=NN(C(=O)CSC3=NN4CCCC(=O)N=C4S3)C(c3cccc(OC)c3OC)C2)cc1 (stereo not given)
assay / entry	57	58	59	60	61	62	63	64
TAG inh	12	-5	0	4	3	-22	11	14
TAG inh DAPI viability	8	-5	3	9	-2	-15	1	-7

Exported with two lines to a compound: 11 of the compounds above
Order of values: TAG inh | TAG inh DAPI viability
54	CCN(CC)c1ccc(S(=O)(=O)N2CCOCC2)cc1NC(=O)CN1C(=O)NC2(CCC(C)CC2)C1=O (stereo not given)
 : -22 | 1
55	O=S(=O)(Nc1ccc2c(c1)OCO2)c1ccc(F)c(F)c1
 : -20 | 1
56	CCN1CCN(CCC(=O)Nc2ccccc2C)CC1
 : -2 | -9
57	O=C(CN1CCCC1)Nc1sc2c(c1C(=O)Nc1ccccc1)CCCC2
 : 12 | 8
58	O=C(Nc1cccc(Cl)c1Cl)c1ccc(-c2ccccc2)cc1
 : -5 | -5
59	C(=N\Nc1nncc2ccccc12)/c1ccccc1
 : 0 | 3
60	O=C(NCCN1CCCC1)C1COc2ccccc2O1 (stereo not given)
 : 4 | 9
61	O=C(COC(=O)CCCN1C(=O)c2cccc3cccc(c23)C1=O)Nc1ccc(Cl)cc1
 : 3 | -2
62	COc1ccccc1-c1cn(S(=O)(=O)c2ccc(F)cc2)nc1N
 : -22 | -15
63	COc1cccc(C(=O)Nc2ccc(NC(=O)C3CCCCC3C(=O)O)cc2)c1 (stereo not given)
 : 11 | 1
64	COc1ccc(C2=NN(C(=O)CSC3=NN4CCCC(=O)N=C4S3)C(c3cccc(OC)c3OC)C2)cc1 (stereo not given)
 : 14 | -7

Additional structures follow:
65	CCOc1cc(/C=N/NC(=O)c2cccc(S(=O)(=O)N3CCCC3)c2)ccc1OCC(=O)N(C)C
66	Cn1nnnc1SCC(=O)N1CCN(C(c2ccccc2)c2ccccc2)CC1
67	CCOC(=O)C1(Cc2cccc(F)c2)CCN(C(=O)C2CCCO2)CC1 (stereo not given)
68	C=CCC[C@@H](Cc1ccc(F)cc1)C(=O)OC[C@@H](Cc1c[nH]c2ccccc12)NC(=O)[C@H](CC=C)CC(=O)N[C@H](CO)Cc1ccccc1
69	Cc1ccc(/C(O)=C2\C(=O)C(=O)N(C)C2c2ccccc2)cc1 (stereo not given)
70	Cc1ccc(C(=O)OCC(=O)N(C)C2CCS(=O)(=O)C2)cc1S(=O)(=O)N1CCOCC1 (stereo not given)
71	O=C(c1cc(Sc2cccc(Cl)c2)nc2ccccc12)N1CCN(c2ccccn2)CC1
72	Cc1ccc(CN2CCN(Cc3cn[nH]c3C3CCCCC3)CC2CCO)cc1 (stereo not given)
assay / entry	65	66	67	68	69	70	71	72
TAG inh	15	-4	8	6	12	-24	4	-2
TAG inh DAPI viability	-5	9	-9	-3	-4	-5	0	9

73	C[C@]12CC[C@@H]3c4ccc(O)cc4CC[C@H]3[C@@H]1CC[C@@H]2O
74	CC12CCC(=O)N1C(C(=O)Nc1ccccc1F)CS2 (stereo not given)
75	CC(C)c1ccc(/C=C/C(=O)Nc2ccc(CN3CCOCC3)cc2)cc1
76	O=C(C(c1ccccc1)C(O)c1ccccc1)N1CCOCC1 (stereo not given)
77	CCOC(=O)N1CC(C)N(CC(O)CN2CCOCC2)CC1C (stereo not given)
78	Cc1noc(C)c1NC(=O)Nc1ccc2c(c1)C(=O)N([C@H](C)CO)C[C@@H](C)[C@@H](CN(C)S(=O)(=O)c1cn(C)cn1)OCCCC[C@H](C)O2
79	CCN1C(=C(C#N)C#N)C=Cc2cc(C)ccc21
80	CC1(C)C=Cc2c(c3ccccc3[nH]c2=O)O1
assay / entry	73	74	75	76	77	78	79	80
TAG inh	5	-1	-2	-11	-1	-2	-5	-8
TAG inh DAPI viability	7	-2	6	3	2	4	-1	2

81	C[C@@H]1NC(=O)[C@H](CCCN=C(N)N)NC(=O)c2cc([N+](=O)[O-])cc(I)c2NCCC[C@@H](C(N)=O)NC1=O
82	Cc1nnc(SCC(=O)Nc2ccc(S(=O)(=O)Nc3ccc(Cl)nn3)cc2)s1
83	CCCC(=O)N1CCCC1(C)C(=O)Nc1cc(OC)ccc1OC (stereo not given)
84	Cc1cc(C(=O)NNC(=O)/C=C/c2ccccc2Cl)c(C)o1
85	CC(=O)N1CCN(C(=O)c2ccc(Cl)c(S(=O)(=O)N3CCc4ccccc43)c2)CC1
86	CC(C)c1ccc(/C=N/NC(=O)CC(=O)NCc2ccccc2)cc1
87	Clc1ccc(Cl)c2sc(N3CCOCC3)nc12
88	CC(C)c1cccc(-c2ccc3c(c2)S(=O)(=O)c2cccc(C(=O)NCc4ccccc4Cl)c2C3=O)c1
assay / entry	81	82	83	84	85	86	87	88
TAG inh	-12	-3	-4	-7	-5	-6	2	2
TAG inh DAPI viability	6	-9	3	-3	-10	-6	-7	-17

89	Cc1[nH]c2ccccc2c1Cc1nnc(SCC(N)=O)o1
90	Cc1ccc(NC(=O)CSc2nc3cc(C(=O)NCC4CCCO4)ccc3c(=O)n2CC2CCCO2)cc1 (stereo not given)
91	O=C(OCC(=O)N1CCOCC1)c1ccccc1Cc1ccccc1
92	Cc1ccc2cc([N+](=O)[O-])ccc2n1
assay / entry	89	90	91	92
TAG inh	4	0	6	6
TAG inh DAPI viability	-6	-1	0	-7
